# DT40 TDP1 CPT – growth inhibition of DT40 Tdp1-/-;hTDP1 cells with camptothecin (screen for TDP1 inhibitors); chicken DT40 Tdp1-/-;hTDP1 cells + 20 nM CPT, ATP luminescence, 48 h; AID 686979; Potency, µM (highest dose often 46.2 µM), for the others: at the highest dose activity change, negative = growth inhibition, usual class: inhibitors; 420,000 tested, 12% active; also: nearly all actives have a fitted effect of over 55% in size
#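 Chicken DT40 Tdp1-/- cells stably complemented with human TDP1 were seeded at 400 cells/well in medium containing 20 nM camptothecin, exposed to pin-transferred compounds, and grown at 37 °C for at least 48 hr. Viability was read as ATP luminescence.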
# FEN1 inh – blocks human flap endonuclease 1; 390,000 tested, 0.35% active; Recombinant FEN1 flap cleavage, fluorescence, 15 min; Potency, µM (highest dose often 114 µM), for the others: top-dose activity change, negative = inhibition, most hits filed as inhibitors; also: nearly all actives have a fitted effect of over 65% in size
# Target sequence (P39748 whole entry, looked up): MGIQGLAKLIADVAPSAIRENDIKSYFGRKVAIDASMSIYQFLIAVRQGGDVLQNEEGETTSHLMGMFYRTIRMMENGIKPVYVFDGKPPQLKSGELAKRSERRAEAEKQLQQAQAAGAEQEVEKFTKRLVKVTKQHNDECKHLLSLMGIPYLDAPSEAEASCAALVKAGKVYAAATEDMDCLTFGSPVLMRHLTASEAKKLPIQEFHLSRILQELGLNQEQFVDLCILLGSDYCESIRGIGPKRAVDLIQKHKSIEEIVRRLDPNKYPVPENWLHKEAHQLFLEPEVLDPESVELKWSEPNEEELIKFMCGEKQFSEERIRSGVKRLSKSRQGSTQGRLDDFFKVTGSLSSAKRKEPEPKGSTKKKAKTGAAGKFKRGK
#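 In this screen, 50 nM flap DNA substrate was added to 10 nM FEN1 pretreated with compound for 15 min at room temperature; cleavage was followed with reads at 0 and 15 min, and Hill fitting gave concentration–response parameters.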
# N370S GC – N370S glucocerebrosidase modulation, Gaucher chaperone candidate; P04062; N370S GC spleen homogenate, 4MU-glucoside fluorescence; Potency, µM (doses to about 59.4 µM), for inactives: at the highest dose activity change, negative = inhibition, hits mostly inhibitors; 330,000 tested, 0.092% active; AID 2101;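 also: 0% = full enzyme activity and -100% = no enzyme basal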
# An asterisk follows results filed as active; ? = inconclusive; . = no result given; & = joins results of further samples; [ ] = another dose, or the depositor's remark. Calls follow the shape of the dose curve; as a rule, active = well fitted curve in the direction sought with a large enough effect; inconclusive = small, poorly fitted or top-dose-only effect, or another doubt; inactive = no such curve, though single readings can be large; an effect the other way counts as inactive or inconclusive. Unless noted, % is scaled to controls: 0 for no effect and ±100 for the full control effect; potency is read from the fitted curve at half-maximal effect. An excerpt. The share of hits here may be higher or lower than overall.
# Every second line gives: DT40 TDP1 CPT, FEN1 inh, N370S GC
CC(C)Nc1nnc(SCC(=O)NCc2ccc3c(c2)OCO3)s1
→ -4%, 0%, 20%
COc1ccc(C)cc1NC(=O)CNc1ccccc1CN(C)C1CCCCC1
→ 18µM*, -18%, -17%
Cc1ccccc1C(=O)NCCc1csc(-c2ccc(C(F)(F)F)cc2)n1
→ ?, -5%, .
CC(C)NC(=O)COC(=O)Cn1[nH]c(=O)c2ccccc2c1=O
→ 6%, -11%, -2%
COCCCNC(=O)c1ccc(NC(=O)c2nsc3ccccc23)cc1
→ ?, 9%, .
Cc1ccc(-c2nc3ccccn3c2Nc2ccc3c(c2)OCO3)cc1
→ ?, -29%, .
CCCc1nnc(NC(=O)c2nc(SCC)ncc2Cl)s1
→ -29%, 0%, .
Cc1ccc(S(=O)(=O)NCCc2nnc3ccc(SCc4cccc(F)c4)nn23)cc1
→ 15µM*, -5%, .
Cc1nnc(NC(=O)CSc2nnc(CCNC(=O)c3ccccc3F)n2C)s1
→ 13%, 12%, 0%
COc1ccc(-n2nc3c(c2NC(=O)c2ccc(N4C(=O)CCC4=O)cc2)CSC3)cc1
→ 25%, -17%, -4%
CC(C)n1c(O)c(N=NC(=O)CNC(=O)c2cccnc2)c2ccccc21
→ -25%, -10%, -3%
COc1cccc(C2=CC(=O)C[C@H](c3ccc(Cl)cc3)C2)c1OC
→ 23µM*, -3%, .
CC(=O)Nc1ccc(C(=O)Nc2ccc(S(=O)(=O)Nc3nccc(C)n3)cc2)cc1
→ -3%, -2%, 2%
Brc1cccc(CNn2cnnc2)c1
→ 5%, -7%, .
O=C(CC1CCCC1)N1CCCC(Nc2ccc(F)cc2)C1 (stereo not drawn)
→ -6%, 4%, -7%
O=C(CN1C(=O)CCSc2ccccc21)Nc1ccc(F)cc1
→ -6%, -1%, ?
COc1ccc(C)cc1NC(=O)CN1CCN(S(=O)(=O)c2ccc3ccccc3c2)CC1
→ 16µM*, -4%, .
CCN(C(=O)CN1C(=O)CN(C)C1=O)c1cccc2ccccc12
→ 12µM*, 3%, .
O=C(Cc1ccc(S(=O)(=O)N2CCOCC2)s1)Nc1ccccc1N1CCCC1
→ 16µM*, 0%, -3%
CCOC(=O)C1=C(CS(=O)(=O)c2ccccc2)NC(=O)NC1c1ccccc1 (stereo not drawn)
→ -11%, -11%, -3%
N#Cc1ccc(CN2CCCC3(CCNCC3)C2)cc1
→ ?, ., -6%
CC(C)(C)c1ccc(OCC(=O)NCc2ccco2)cc1
→ -13%, -8%, 10%
Cc1cc(C(=O)O)c(S(C)(=O)=O)s1
→ -9%, -14%, -1%
COc1ccc(CNc2ncncc2-c2ccccc2C(F)(F)F)c(OC)c1
→ ?, ., 1%
C=CCOc1ccc(/C=C/C(=O)OCC(=O)N(C)C2CCS(=O)(=O)C2)cc1 (stereo not drawn)
→ -8%, 4%, -5%
CN(c1ncc(C(F)(F)F)cc1Cl)N1C(=O)c2cccc(N)c2C1=O
→ -27%, -13%, -14%
COc1ccc(-n2c(=O)cnc3cnc(Oc4cccc(Cl)c4)nc32)cc1
→ 6%, ., 20%
CC(NC(=O)CNC(=O)c1ccco1)c1ccccc1 (stereo not drawn)
→ 5%, -8%, 1%
CCOc1ccc(CNC(=O)Cn2ncc3c(=O)oc4ccc(C)cc4c32)cc1
→ -2%, -5%, .
CCOC(=O)c1cn(CC)c2c(ccc3ccccc32)c1=O
→ ?, -5%, 0%

# Ordered by molecular weight (descending): 4 of the compounds above.
# Every second line gives: DT40 TDP1 CPT, FEN1 inh, N370S GC
Cc1nnc(NC(=O)CSc2nnc(CCNC(=O)c3ccccc3F)n2C)s1
→ 13%, 12%, 0%
CCOC(=O)C1=C(CS(=O)(=O)c2ccccc2)NC(=O)NC1c1ccccc1 (stereo not drawn)
→ -11%, -11%, -3%
CC(C)n1c(O)c(N=NC(=O)CNC(=O)c2cccnc2)c2ccccc21
→ -25%, -10%, -3%
CCN(C(=O)CN1C(=O)CN(C)C1=O)c1cccc2ccccc12
→ 12µM*, 3%, .

# Later entries
# Every second line gives: DT40 TDP1 CPT, FEN1 inh, N370S GC
O=C(C1=NNCC1c1ccc(Cl)cc1)C1CO1 (stereo not drawn)
→ 8.2µM*, -20%, -4%
S=c1[nH]cnc2scc(-c3ccc(Cl)cc3)c12
→ ?, -11%, 15%
CCN(CC)CCNC(=O)CSc1c2c(nc3cc(Cl)ccc13)CCCC2
→ ?, -8%, -12%
COC(=O)c1ccc(Cl)cc1NC(=O)NC(C)c1c(-n2cccc2)sc(C)c1C (stereo not drawn)
→ ?, -16%, .
O=C(Nc1nc2ccccc2s1)NC1CCCCC1
→ ?, -18%, 21%
Cc1nc2cc(F)ccc2n1C1CCN(C(=O)c2c(F)cccc2F)CC1
→ 12µM*, 11%, ?
Cn1c(=O)c2c(nc(CN3CCCCC3)n2Cc2c(F)cccc2Cl)n(C)c1=O
→ ?, -5%, 22%
Clc1ccc(-c2nc(N3CCOCC3)nc3ccccc23)cc1
→ ?, -1%, 2%
c1ccc(Nc2c(-c3ccco3)nc3ccccn23)cc1
→ ?, 1%, -12%
COC(=O)c1cc(S(=O)(=O)N2CCCCCC2)cn1C
→ -11%, -2%, 3%
O=C(CSc1nc2cccnc2n1Cc1ccccc1)N1CCCC1
→ ?, -7%, 5%
Cc1ncc(CN2CCCC(CCC(=O)NCc3ccccc3F)C2)s1 (stereo not drawn)
→ ?, 3%, -23%
CCS(=O)(=O)Nc1ccc(-c2nnc(SCC(=O)c3ccc(NC(C)=O)c(OC)c3)o2)cc1
→ ?, 3%, 4%
CCNC(=S)Nc1ccc2cn[nH]c2c1
→ 20%, 6%, 1%
O=C1CSC(c2cccnc2)N1C1CCCCC1 (stereo not drawn)
→ 8%, -10%, 3%
CCOC(=O)c1sc(NC(=O)Nc2cccc(Cl)c2)cc1C
→ 10µM*, -9%, 22%
Cc1cc(OCC(O)CN2CCN(c3ccccn3)CC2)cc(C)c1Cl (stereo not drawn)
→ ?, -13%, -20%
CC1CC(C)CN(C(=O)c2ccc3nc[nH]c3c2)C1 (stereo not drawn)
→ -5%, -13%, -4%
O=C1ON=C(c2ccccc2)/C1=C\c1ccco1
→ -14%, 17%, 0%
CCOC(=O)c1ccc(N2CN=C3SCC(=O)N3C2)cc1
→ -16%, -1%, -3%
O=C(Nc1ccccc1C(=O)NCc1cccnc1)c1ccccc1Cl
→ -13%, 4%, -1%
Cc1noc(/C=C/N(C)C)c1S(=O)(=O)N(C)CC(=O)N1CCc2ccccc21
→ ?, 10%, -2%
CCc1ccc(NC(=O)C(C)OC(=O)CCN2C(=O)C3CC=CCC3C2=O)cc1 (stereo not drawn)
→ -11%, -7%, .
COc1ccc(N2CCN(C(=O)c3ccc4c(=O)n(CCc5ccc(OC)c(OC)c5)c(=O)[nH]c4c3)CC2)cc1
→ 15µM*, -1%&3%, -2%
COc1cc2c(cc1OC)C(C(=O)c1ccc(OC)c(OC)c1O)=NCC2
→ -14%[9.04 µM], ., 1%
COc1cc(/C=N/NC2=NCCCCC2)ccc1O
→ 13%, 2%, -2%
Cc1cc(C)cc(NC(=O)C(Sc2ncnc3ccccc23)c2ccccc2)c1 (stereo not drawn)
→ ?, -11%, 29%
Cc1ccc(Nc2c(-c3ccc(C)o3)nc3cccc(C)n23)cc1
→ 11µM*, -26%&-4%, .
Nc1nc(Cl)nc2ccc(Br)cc12
→ ?, 0%, -10%
CCOc1ccccc1NC(=S)NC1CC2CCC1C2 (stereo not drawn)
→ ?, 18%, 15%

# Every second line gives: DT40 TDP1 CPT, FEN1 inh, N370S GC
O=C(Nc1ccc(N2CCOCC2)c(Cl)c1)c1cccnc1Cl
→ 8%, -12%, 7%
COc1ccc(CN(Cc2ccco2)C(=O)COc2ccc(Cl)cc2C)cc1
→ ?, -15%, .
CCOc1ccc(NC(=O)c2c(NCc3ccc(C)o3)sc3c2CCC(C)C3)cc1 (stereo not drawn)
→ ?, -19%, .
CN1C(=O)/C(=C\C=C2/CCCN2C)N(C)C1=S
→ -17%, 9%, -12%
CCOc1ccc(NC(=O)c2cc3n(n2)C(C(F)(F)F)CC(c2ccco2)N3)cc1 (stereo not drawn)
→ -18%, -3%, ?
O=C(Nc1ccccc1N1CCOCC1)c1ccccc1[N+](=O)[O-]
→ -18%, -1%, -5%
CC12CN3CCN(CC(C3)/C1=N\NC(=O)c1ccccc1N)C2
→ 26%, 13%, -4%
FC(F)(F)c1cccc(NC(=S)NNC(=S)NCc2ccccc2)c1
→ ?, -4%, 7%
CCC(C(=O)OCC(=O)N1CCN(c2ccc(OC)cc2)CC1)c1ccccc1 (stereo not drawn)
→ ?, -2%, .
CCC(=O)Nc1ccccc1C(=O)OCC(=O)c1ccc2ccccc2c1
→ ?, -21%, 8%
COc1ccc(-c2cn[nH]c2-c2ccc(OCc3ccc([N+](=O)[O-])cc3)cc2O)cc1
→ ?, -20%, 3%
O=C(Cn1c2ccc(F)cc2c2nc3n(c(=O)c21)CCS3)Nc1ccccc1C(F)(F)F
→ 9%, -2%, 6%
COc1ccc(C(=O)N2CCN(c3nc4ccccc4o3)CC2)cc1OC
→ 16µM*, -3%, 6%
CCOC(=O)C1=C(C)Nc2ccccc2N=C1NC(=O)c1cccc(S(=O)(=O)NCc2ccccc2)c1
→ -19%, -18%, 4%
CC(C)(C)c1ccc(OCc2ccc(C(=O)N/N=C/c3ccc([N+](=O)[O-])cc3)o2)cc1
→ 18µM*, -2%, -1%
COc1ccc(-n2ncc3c(NCc4ccccn4)ncnc32)cc1
→ 0%, 5%, 7%
c1ccc(SSc2ccccn2)nc1
→ 2.9µM*, ?, .
O=C(CN(C(=O)c1csnn1)c1ccccc1F)NCc1ccccc1
→ 4%, -6%, -18%
CCC1CCCCN1CCCCOc1cccc(Cl)c1 (stereo not drawn)
→ ?, -14%, -7%
CCCOc1ccc(C2C(C(=O)OC)=C(C)N=C3SCCC(=O)N32)cc1OCC (stereo not drawn)
→ -26%, -9%, 1%
CCCCc1nc2cc(C(=O)N3CCN(c4nc(C)cnc4C)CC3)ccc2o1
→ ?, -4%, -15%
CCc1c(C)sc(NC(=O)Cn2nc(C(F)(F)F)c3c2CCCC3)c1C#N
→ ?, -10%, 5%
O=C(CN1CCCC1)NCC(=O)Nc1ccc(F)cc1
→ -7%, 7%, 13%
O=C(CNC(=O)c1ccc2ccccc2c1)NC1CCCCC1
→ -12%, 4%, .
Cc1cc(SCc2ccc(Cl)cc2Cl)nc(=O)[nH]1
→ ?, 10%, -3%
O=C(CN1CCN(C(=O)c2ccco2)CC1)Nc1ccc2c(c1)OCO2
→ 10%, -6%, .
FC(F)(F)c1ccccc1CNCc1ccncc1
→ -3%, 10%, -1%
CCO[C@H]1OC(C(=O)N2CCOCC2)=C[C@@H](C2CC2)[C@@H]1CCCO
→ -13%, 16%, -6%
Cc1cc(S(=O)(=O)N2CCOCC2)ccc1OCC(=O)Nc1ccccc1F
→ 2%, -5%, 0%
O=c1[nH]cc(N2CCCCCC2)c(=O)[nH]1
→ 24%, -8%, -1%

# Every second line gives: DT40 TDP1 CPT, FEN1 inh, N370S GC
COc1ccc(-n2c(=O)c3c(c4cc(OC)ccc4n3C)n(Cc3c(F)cccc3Cl)c2=O)cc1
→ -3%, -1%, .
CCOc1c(C)cc(S(=O)(=O)NCc2cccnc2)c(C)c1C
→ ?, -2%, -5%
Cc1ccc(-n2nc3cc(C)c(N)cc3n2)cc1
→ 8%, -13%, 14%
Nc1nc(N)c2c(Oc3ccc(F)cc3)cccc2n1
→ 13µM*, 7%, .
CCOc1ccc(NC(=O)COC(=O)c2c(OC)cccc2OC)cc1
→ ?, -7%, -16%
Cc1cccc(N(CC(N)=O)C2SC(=O)NC2=O)c1 (stereo not drawn)
→ -2%, -4%, 12%
CCCC(=O)Nc1ccc2nc(SCCOc3ccccc3)sc2c1
→ -17%, -1%, .
CCOc1ccc(-c2n[nH]c(=S)c3ccccc23)cc1
→ 23µM*, 1%, -2%
CCOC(=O)c1c(C)[nH]c(C)c1C(=O)COC(=O)c1ccc(OC)cc1
→ -15%, -1%, -6%
CCCN(CCC)CCSc1nc(O)c(C(C)C)c(=O)[nH]1
→ -12%, 3%, -18%
CCOC(=O)c1cnc(SCC(=O)N2CCc3ccccc32)nc1N
→ 7%, -10%, 1%
COc1ccc(CCNc2ncnc3c2nnn3C)cc1
→ 16µM*, 2%, .
CCN(Cc1ccccc1)S(=O)(=O)c1ccc(C(=O)N(CCCN(C)C)c2nc3cc4c(cc3s2)OCO4)cc1
→ ?, 6%, ?
CCc1ccccc1N=Cc1c(C)c(C#N)c2[nH]c3ccccc3n2c1=O
→ -8%, 2%, .
Cc1c(C(=O)O)[nH]c2c1C(=O)CC(c1ccc(Cl)cc1)C2 (stereo not drawn)
→ -3%, 9%, 9%
CN(CC(=O)Nc1ccc(F)c(Cl)c1)S(=O)(=O)c1cccc2nsnc12
→ 21µM*, -20%, 4%
CC(C)CNC(=O)c1cccc(NC(=O)CCc2ccccc2)c1
→ ?, -18%, 3%
CCn1c(O)c(N=NC(=O)Cc2csc(N3CCOCC3)n2)c2ccccc21
→ -21%, 4%, 0%

# Assay outcomes deposited in PubChem BioAssay by National Center for Advancing Translational Sciences (NCATS).
